IMPase Li cell: membrane-permeable IMPase blocker, potentiated with lithium. CHO-M1 cells, IP1 TR-FRET (IP-One), carbachol + lithium. Potency, µM (series often up to 59.4 µM), inactives show top-dose activity, negative = IMPase inhibition, usual class: inhibitors. 210,000 compounds, 0.35% hits. AID 1457;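 further: IP1 builds up when IMPase is blocked and the TR-FRET signal falls; potency means the concentration at half of the fitted maximal effect; plate controls were basal vehicle for no effect and high inhibitor control for full effect; nearly all actives have a fitted effect of over 50% in size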
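CHO cells stably expressing M1 receptor (2000/well) were cultured 16–30 h, then exposed to compounds with a small lithium addition for 30 min at 37C. IP1 was measured by TR-FRET competition; AC50 from Hill fits.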
NPSR antag: neuropeptide S receptor (human) antagonism, cAMP | CHO-NPSR cells, cAMP TR-FRET, antagonist mode | AID 1461 | 220,000 compounds, 1% hits | Potency, µM (top dose mostly 38.3 µM), inactives show at the highest dose activity change, negative = inhibition, hits mostly inhibitors | Q6W5P4; further: potency means the concentration at half of the fitted maximal effect; on the % scale 0 is the no-effect control and ±100 the full control effect; nearly all actives have a fitted effect of over 50% in size; many of its hits are not listed in these tables
Target sequence (Q6W5P4 whole entry, looked up): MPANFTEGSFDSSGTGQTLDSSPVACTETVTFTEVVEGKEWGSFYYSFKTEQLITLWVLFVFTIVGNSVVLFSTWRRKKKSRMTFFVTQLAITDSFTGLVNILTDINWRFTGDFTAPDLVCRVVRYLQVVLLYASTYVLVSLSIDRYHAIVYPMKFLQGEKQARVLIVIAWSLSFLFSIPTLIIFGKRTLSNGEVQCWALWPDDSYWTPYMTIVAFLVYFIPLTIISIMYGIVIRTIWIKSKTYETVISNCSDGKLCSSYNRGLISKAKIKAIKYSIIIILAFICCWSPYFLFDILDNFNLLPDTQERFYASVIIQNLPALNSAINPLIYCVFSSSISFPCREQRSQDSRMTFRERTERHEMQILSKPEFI
aGal spleen mod: inhibits or activates alpha-galactosidase in human spleen homogenate | P06280 | human spleen homogenate, 4MU-alpha-Gal fluorescence, 40 min | Potency, µM (doses to about 80 µM), for inactives: at the highest dose activity change, negative = inhibition, usual class: inhibitors | 240,000 compounds, 0.008% hits;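 further: potency means the concentration at half of the fitted maximal effect; 0% = enzyme with vehicle and -100% = no enzyme basal signal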
Target sequence (P06280 32-429 limits assumed): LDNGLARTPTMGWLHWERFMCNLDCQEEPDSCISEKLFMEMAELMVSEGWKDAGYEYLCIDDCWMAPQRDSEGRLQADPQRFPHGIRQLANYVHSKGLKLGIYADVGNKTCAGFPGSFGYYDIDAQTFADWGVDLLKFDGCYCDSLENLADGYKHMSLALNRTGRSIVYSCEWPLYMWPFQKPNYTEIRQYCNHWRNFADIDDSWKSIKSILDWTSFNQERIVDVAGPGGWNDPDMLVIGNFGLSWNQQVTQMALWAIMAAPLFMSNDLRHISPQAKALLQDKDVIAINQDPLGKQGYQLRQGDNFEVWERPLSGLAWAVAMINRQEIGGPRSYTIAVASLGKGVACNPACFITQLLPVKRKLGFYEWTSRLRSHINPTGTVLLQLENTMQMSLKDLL
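qHTS titration in buffer at pH 5.0. Alpha-galactosidase activity in spleen homogenate was measured via 4-methylumbelliferone release from 1 mM fluorogenic substrate after 40 min at 37C and a pH 10 stop. AC50 came from Hill fits of control-normalized data.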
Epigenetic derep: epigenetic control regulation, reporter derepression; murine LDR cells, GFP reporter derepression, 30 h; Potency, µM (doses to about 53.9 µM), for the others: top-dose GFP activation, most hits filed as activators; 280,000 compounds, 0.2% hits; further: potency means the concentration at half of the fitted maximal effect; % of control where 0% means no effect; nearly all actives have a fitted effect of over 60% in size
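In this reporter-derepression format, murine cells bearing a silenced integrated CMV-GFP locus incubate with test compound (30 h, 37 C), then are washed and imaged; fluorescent objects of 20–120 um count as induced cells.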
Luc counter: Kinase-Glo luciferase inhibition (counter-screen); Q27757; Kinase-Glo luciferase, ATP luminescence, 8 min; Potency, µM (top dose mostly 38.3 µM), for the others: at the highest dose activity change, negative = inhibition, hits mostly inhibitors; 200,000 compounds, 0.28% hits; AID 1379; further: potency means the concentration at half of the fitted maximal effect; on the % scale 0 is the no-effect control and ±100 the full control effect; nearly all actives have a fitted effect of over 60% in size
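Light output from Kinase-Glo luciferase with luciferin and 10 uM ATP in 50 mM imidazole pH 7.2, KCl, MgCl2, Tween 20, BSA; compound pin-delivered, 8-min ambient incubation, then luminescence read.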
Lamin A splicing: changes lamin A minigene splicing in HeLa cells. HeLa LMNA splicing GFP/RFP minigene ratio, 48 h. Potency, µM (titrated, usually from 46.1 µM), inactives show top-dose ratio change, negative = inhibition, actives largely listed as inhibitors. 200,000 compounds, 0.01% hits. AID 1487; active means well fitted inhibition curve with a large enough effect in the signal ratio, with a control signal flat, not every such curve was filed as active; inconclusive means small, poorly fitted or top-dose-only effect, or effect the other way, or a change in a side signal; the % refers to the signal ratio; further: potency means the concentration at half of the fitted maximal effect; on the % scale 0 is the no-effect control and ±100 the full control effect
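Read-out is the ratio of GFP to DsRed2 object intensity, acquired by 488 nm laser-scanning cytometry on HeLa lamin A-EGFP minigene reporter cells. Compound incubation 48 hrs at 37 °C in Opti-MEM with 2% FBS; DMSO 0.5% final.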
CBFb RUNX1 block: inhibitors of human CBF-beta and RUNX1 interaction | Q01196+Q13951 | AlphaScreen CBFb-His/RUNX1-biotin binding, biochemical | Potency, µM (doses to about 59.8 µM), without a hit: at the highest dose activity, negative = inhibition, usual class: inhibitors | 230,000 tested, under 10 active; further: % of control where 0% means no effect
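Interaction loss through any mechanism counts as activity. Pre-formed complex of His-CBF-beta and biotin-RUNX1 (30 nM apiece) is incubated with compound 15 min, then with 50 ng nickel and 50 ng streptavidin beads for 90 min before AlphaScreen detection.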
Active calls of the source: *; ? = inconclusive; . = no result given; & = joins results of further samples; [ ] = dose if it differs, or a comment. Unless noted, the call rests on the fitted dose curve; in most records, active means well fitted curve in the direction sought with a large enough effect; inconclusive means small, poorly fitted or top-dose-only effect, or another doubt; inactive means no such curve, though single readings can be large; an effect the other way counts as inactive or inconclusive. This is a subset. The share of hits here may be higher or lower than overall.

SMILES	IMPase Li cell	NPSR antag	aGal spleen mod	Epigenetic derep	Luc counter	Lamin A splicing	CBFb RUNX1 block
O=C(NC(=S)Nc1ccc2oc(=O)ccc2c1)c1ccco1	.	0%	6%	-1.2%	.	.	7%
CCc1cc2c(=O)c(-c3ccc4c(c3)OCCO4)c(C)oc2cc1OS(C)(=O)=O	19%	6%	-3%	-1.0%	-1%	?	-5%
CCN(CC)S(=O)(=O)c1ccc2c(c1)c(=O)c(C(=O)N1CCc3ccccc3C1)cn2C	19%[38.3 µM]	-2%[46.1 µM]	9%	-2.1%	3%	-7%	6%
Cc1cc(Cl)cc(Cl)c1OCCOCCN(C)C	4%	3%	2%	-3.9%	-2%	1%	-5%
O=C(COc1ccccc1)NCC(=O)NC1=NCCS1	-19%[38.3 µM]	-1%[7.67 µM]	2%	0.6%	-1%	3%	20%
COc1ccc(C2CC3(CC(C)(C)NC(SC)=N3)Oc3cc(O)cc(C)c32)cc1 (stereo not given)	6%	18%	-1%	1.6%	-2%	?	4%
COc1ccccc1N1CCN(Cc2ccsc2)CC1	-4%[38.3 µM]	-15%[46.1 µM]	2%	12%	-4%	14%	-8%
CCOC(=O)CCNCc1ccc(F)cc1	4%	9%	3%	-0.2%	-1%	?	-4%
CC(C)CC(=O)NC(=S)NCc1ccccc1	22%	-15%	2%	1.1%	-6%	5%	-5%
Cn1cc(SCC(=O)Nc2ccc3c(c2)OCO3)c2ccccc21	11%[38.3 µM]	-14%[46.1 µM]	7%	-3.3%	0%	-8%	-6%
Nc1cc(N)nc(SCC(=O)Nc2ccccc2N2CCOCC2)n1	.	8%	2%	-1.5%	.	.	15%
CCCNC(=O)COC(=O)c1ccc(Cl)c(S(=O)(=O)N2CCCC2)c1	0%[38.3 µM]	-10%[46.1 µM]	1%	-3.0%	7%	13%	-8%
CC(=O)Nc1cccc(-c2cn3ccccc3n2)c1	-1%	1%	-10%	1.0%	-8%	25%[46 µM]	2%
O=C1C=CC(=O)N1CCCCCCN1C(=O)C=CC1=O	34%[activator]	?	3%	-1.0%	1%	?	-3%
COc1ccccc1-n1cnnc1SCC(=O)Nc1cccnc1Cl	-9%	7%	-3%	0.0%	-1%	?	8%
CCC1(C(=O)OC)NC(c2ccccc2OC)C2C(=O)N(C)C(=O)C21 (stereo not given)	-4%[38.3 µM]	-10%[7.67 µM]	2%	4.9%	-4%	-7%	0%
O=C(NCc1cccs1)C1CCCN1C(=O)Nc1ccccc1 (stereo not given)	26%[38.3 µM]	13%[46.1 µM]	-19%	0.0%	23%	8%	15%
CC(C)CCC(CC(C)O)c1n[nH]c(=S)n1-c1ccccc1 (stereo not given)	-1%	10%	-18%	0.0%	-2%	0%	-2%
COCCNC(=O)Cn1c(=O)n(CCCCCC(=O)Nc2ccccc2)c(=O)c2sccc21	-14%	13%	-3%	-0.9%&1.0%	3%	-5%	1%
CC(C)(CCl)C(=O)Nc1ccc(OC(F)(F)F)cc1	6%	13%	-1%	-0.4%	0%	4%[46 µM]	-6%
CC/C=C/C(=O)N1CC2(CC(c3cccc(NC(=O)COc4ccc(Cl)cc4)c3)=NO2)C[C@H]1C(N)=O (stereo not given in full)	.	5%	0%	-1.7%	.	.	17%
CCS(=O)(=O)N(C)[C@@H]1c2cc(C#N)ccc2OC(C)(C)[C@H]1O	0%&5%	.	-4%&-5%	0.8%&1.1%	2%&1%	.	-3%&8%[21.7 µM]
COC(=O)c1ccc(C2C(Oc3ccccc3)C(=O)N2CCc2ccc(F)cc2)cc1 (stereo not given)	10%[38.3 µM]	-19%[46.1 µM]	-10%	1.2%	2%	13%	-1%
Cc1ccccc1OCC(=O)Nc1sc(C(=O)Nc2cccc(C)c2C)c(C)c1C#N	1µM*	4µM*	6%	-2.8%	-16%	1%	-17%
COc1ccc2c(c1)c1nc3ccccc3nc1n2Cc1ccc(OC)c(OC)c1	-2%	-12%	-7%	?	2%	-7%	19%
O=C(CNC(=O)c1cccs1)OCC(=O)c1ccccc1	14%[38.3 µM]	9%[46.1 µM]	9%	-0.7%	-2%	-4%	-6%
CCOC(=O)CCCCC(=O)c1[nH]c(=O)[nH]c1CSc1nc(C)cc(=O)[nH]1	32%[38.3 µM]	-16%[46.1 µM]	-5%	0.0%	5%	-1%	-24%
CCOc1ccc(Cn2nnc(C(=O)NCc3ccc(OC)cc3)c2N)cc1	11µM*	-39%	1%	-1.0%	6%	-9%	-4%
CCOc1ccc2c(C)cc(=O)oc2c1OCC	-1%[38.3 µM]	6%[46.1 µM]	6%	-2.6%	1%	-4%	7%
COc1ccc(C(=S)NC2CCCCC2)cc1	.	-27%[46.1 µM]	-6%	1.0%	.	?	7%
O=C(N/N=C/c1ccc(N2CCOCC2)o1)c1cccc(F)c1	25%	?	3%	?	-1%	-8%	-1%
Cc1ccc(NC(=O)CSc2nc3c(c(=O)[nH]2)CN(Cc2ccc(F)cc2)CC3)cc1C	4%	2%	-3%	-1.1%	0%	?	0%
O=C(Cn1c(NCCO)nc2ccccc21)c1ccc(Cl)cc1	2%[38.3 µM]	?	2%	1.6%	-1%	14%	0%
CS(=O)(=O)N1CCCC(C(=O)NCc2ccccc2Cl)C1 (stereo not given)	17%[38.3 µM]	5%[46.1 µM]	5%	-0.1%	2%	3%	2%
COc1ccc(C(=O)OCc2c(C)noc2C)cc1	6%	2%	-8%	-0.4%	1%	-16%[46 µM]	4%
O=C1CN(C(=O)COC(=O)c2oc3ccccc3c2COc2ccccc2)c2ccccc2N1	21%[38.3 µM]	-28%[46.1 µM]	-6%	3.8%	-2%	5%	-2%
CCCCNC(=O)CNC(=S)N(Cc1ccccc1)Cc1cccnc1	0%	0%	1%	0.0%	-2%	-14%	2%
CS(=O)(=O)N1CCC(C(=O)NCc2ccncc2)CC1	5%[38.3 µM]	2%[46.1 µM]	5%	0.8%	-1%	-6%	7%
Cc1ccc(C(=O)CSc2nnc(CNc3ccc(C)cc3C)o2)cc1	8%[38.3 µM]	-17%[46.1 µM]	-3%	0.8%	-1%	-2%	1%
NS(=O)(=O)c1cccc(NC(=O)c2cncc(Br)c2)c1	.	2%	-7%	-1.1%	.	.	8%

Random excerpt: 5 entries already listed.
SMILES	IMPase Li cell	NPSR antag	aGal spleen mod	Epigenetic derep	Luc counter	Lamin A splicing	CBFb RUNX1 block
CCS(=O)(=O)N(C)[C@@H]1c2cc(C#N)ccc2OC(C)(C)[C@H]1O	0%&5%	.	-4%&-5%	0.8%&1.1%	2%&1%	.	-3%&8%[21.7 µM]
CS(=O)(=O)N1CCCC(C(=O)NCc2ccccc2Cl)C1 (stereo not given)	17%[38.3 µM]	5%[46.1 µM]	5%	-0.1%	2%	3%	2%
Cc1ccc(NC(=O)CSc2nc3c(c(=O)[nH]2)CN(Cc2ccc(F)cc2)CC3)cc1C	4%	2%	-3%	-1.1%	0%	?	0%
Cc1ccccc1OCC(=O)Nc1sc(C(=O)Nc2cccc(C)c2C)c(C)c1C#N	1µM*	4µM*	6%	-2.8%	-16%	1%	-17%
NS(=O)(=O)c1cccc(NC(=O)c2cncc(Br)c2)c1	.	2%	-7%	-1.1%	.	.	8%

New compounds follow
SMILES	IMPase Li cell	NPSR antag	aGal spleen mod	Epigenetic derep	Luc counter	Lamin A splicing	CBFb RUNX1 block
COC(=O)Nc1nnc(Cc2ccc(OC)cc2)s1	-12%[38.3 µM]	-10%[46.1 µM]	3%	-0.7%	-2%	?	4%
O=C(COc1ncnc2scc(-c3ccccc3)c12)NCCN1C(=O)CSC1=O	-2%	0%	-8%	-0.1%	0%	19%[46 µM]	-5%
O=C(Nc1ccccc1C(=O)NCC1CCCO1)c1ccccc1 (stereo not given)	-7%[38.3 µM]	-4%[46.1 µM]	-14%	1.9%	-1%	1%	3%
N/C(=N\N=C\c1ccco1)SC1CC(=O)N(c2ccc(C(=O)O)cc2)C1=O (stereo not given)	11%	2%	9%	-0.9%	6%	2%[46 µM]	4%
C/C=C/c1ccc(OCC(=O)Nc2cc(OC)c(OC)c(OC)c2)c(OC)c1	17%	-2%	-1%	2.5%	-2%	?	8%
Cc1ccnc(NC(=O)Cn2cc([N+](=O)[O-])cn2)c1	-13%	14%	-5%	0.3%	0%	22%[46 µM]	5%
Cc1ccc(C(=O)Nc2nn(C)c3cccc(F)c23)cc1	.	1%	1%	-1.6%	.	.	-1%
CCOC(=O)c1sc2nc(-c3ccccc3)ccc2c1N	-24%	7%	0%	-3.2%	-4%	-6%	16%
Cc1cc(Nc2cc(C(=O)O)ccc2C)n2ncnc2n1	-5%[38.3 µM]	-7%[46.1 µM]	-6%	-0.9%	17%	9%	-1%
CC(C)SC(=N)N	10%	.	4%	3.1%	-2%	.	3%[21.7 µM]
CCC(C)(C)n1nnnc1C(c1cccnc1)N1CCCc2ccccc21 (stereo not given)	29%[38.3 µM]	-18%[46.1 µM]	15%	-1.0%	-3%	0%	2%
Fc1ccc(-c2nnc3ccc(N4CCCC4)nn23)cc1	0%	-17%	1%	0.0%	1%	-8%	0%
C(=N\n1cnnc1)/c1cccn1-c1ccccc1	-11%[38.3 µM]	-14%[46.1 µM]	10%	0.0%	0%	-7%[0.0737 µM]	-15%
Cc1ccc(-c2sc(-c3ccccc3)nc2CC(=O)Nc2ccccc2F)cc1	0%	-40%	0%	3.2%	7%	-9%	2%
CC[N+](CC)(CC)C/C=C/CN1CCCCC1	-5%	18%	-19%	11%	-4%	-11%	-13%
O=C(COc1ccc2oc(-c3ccco3)cc(=O)c2c1)N1CCCCC1	2%	-5%	13%	-0.3%	2%	-9%[46 µM]	-2%
N#Cc1ccc(C(=O)Nc2cc(S(=O)(=O)N3CCCC3)ccc2OCC(F)(F)F)cc1	8%	-4%	0%	4.7%	4%	-12%	1%
CCCCC(=O)N/N=C/c1ccc(Sc2cccc3cccnc23)o1	26%[38.3 µM]	?	-1%	?	-4%	-20%	-7%
CCCCNC(=O)c1cc2c(=O)n3cccc(C)c3nc2n(CCN2CCOCC2)c1=N	0%[38.3 µM]	13%[46.1 µM]	?	0.0%	0%	7%	11%
COCC(C)N1CC(O)=C(c2nc(-c3ccc(Cl)cc3)cs2)C1=N (stereo not given)	7%	-16%	4%	-1.5%	3%	10%[46 µM]	0%
N#Cc1cccc(CS(=O)(=O)c2nc3ccccc3s2)c1	3%	.	5%	-0.3%	0%	.	-13%
CN(C)CCNC(=O)c1cc2c(s1)-c1ccccc1OC2	8.9µM*	16%[46.1 µM]	0%	-0.7%	-1%	-3%	5%
Cc1cc(NC(=O)CC(F)(F)F)n(-c2ccccc2)n1	2%	12%	5%	-0.8%	3%	.	-3%
